Compound activity as filed in PubChem BioAssay.
Ins promoter up: MIN6 insulin promoter up-regulation | MIN6 insulin promoter-GFP reporter, high-content imaging; active compounds read high | z-score at 5 µM | hit rate 0.3% among 190,000;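 active = z-score above 3 at 5 µM with at least 500 cells counted in the well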
NOD1 NF-kB reporter: inhibition of NOD1-driven NF-kB reporter – cell-based, luminescence, uHTS, primary screen (AID 1578); NOD1-driven NF-kB luciferase reporter cells, luminescence; higher % means a stronger effect; one-dose inhibition, % at 4 µM; EC50 in µM for titrated hits; hit rate 1% among 290,000; in the data active = inhibition mostly above about 36%, no sharp cut-off; inactive = mostly below about 34%;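 also: HEK-293T reporter cells stimulated with the NOD1 agonist gamma-tri-DAP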
Dynein transport: blocks dynein driven cargo transport along microtubules | 3617.4 mouse cells, GR-EGFP nuclear translocation imaging; test concentration mostly 20 µM; stimulated with dexamethasone, 1 µM; active compounds read low | AID 1381 | hit rate 0.47% among 220,000 | z-score, hits read low;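 active = plate z-score of nuclear minus cytoplasmic receptor signal below a set negative limit, without overly bright fluorescence or cell loss, cut at about -3.5 in these data, passing the limit was not always enough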;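 also: z-score of nuclear minus cytoplasmic ring GR-EGFP intensity difference per well; some compounds called inactive have numbers as strong as hits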
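Buffer or medium: tet-free medium with charcoal-stripped serum / Also added: dexamethasone agonist, 1.0 µM final, for 30 min / Timing: induction 48 h, compound 1 h, agonist 30 min / Measured by: high-content fluorescence imaging after fixation / Read-out: nuclear-to-cytoplasmic GR-EGFP distribution per well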
Yfh1-off respiration: mitochondrial function rescue without frataxin homolog – Friedreich's ataxia, plus single-dose screen, dose response (AID 1465). S. cerevisiae Yfh1-off respiration, WST-1 reduction, 72 h; higher fold induction means a stronger effect. one-dose fold induction at 50 µM; EC50 in µM for titrated hits. hit rate 0.074% among 220,000;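 active = fold induction of absorbance versus untreated yeast above a set limit, then at least 30% activation at any dose in follow-up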;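 also: activators that raise dye reduction in frataxin-depleted yeast; strong numbers were not always called active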
bCat nuc transl: alters nuclear translocation of beta-catenin in HeLa cells | immunofluorescence imaging | nuclear translocation activity, % at 5 µM | hit rate 0.3% among 190,000;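 active = nuclear translocation activity above 50% at 5 µM, with a well cell count of 50 or more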;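 also: per-cell ratio of nuclear to cytoplasmic median beta-catenin stain intensity; plate controls were DMSO negative control for no effect and GSK-3 inhibitor IX positive control for full effect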
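Assay system: human HeLa cells, native beta-catenin; doses: 5 µM primary, 0.02–20 µM confirmation; incubation: compound treatment 24 h, 37°C, 5% CO2; technique: fluorescence imaging of beta-catenin antibody stain plus DAPI; measure: % activation, nuclear-to-cytoplasmic median beta-catenin signal ratio per cell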
NOD2 inhibition: NOD2 signaling inhibitors, cell-based, luminescence, uHTS, HEK293 (AID 1566); inhibition, % at 4 µM, or EC50 in µM where a hit was titrated; HEK293 NOD2/NF-kB luciferase reporter, luminescence; higher % means a stronger effect; hit rate 0.63% among 290,000; in the data active = inhibition above about 50%; also: many of its hits are not listed in these tables
Autophagy mod: autophagy modulation, high-content screen. hit rate 0.98% among 190,000. AID 463193. MEF GFP-LC3 puncta imaging; test concentration mostly 10 µM. calls only at 10 µM (by protocol);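 active = percentage of spot-positive cells more than 3 SD above its plate mean, without a fluorescence outlier flag or 80% toxicity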;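 also: spot-positive cell cutoff set from DMSO-treated cells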
MT stabilizer: microtubule stabilization, imaging screen; HeLa tubulin immunostaining HCS, 24 h; share of cells brighter than vehicle mean+2SD; % tubulin-high responders, % at 10 µM; hit rate 0.83% among 200,000;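 active = plate Z-score above 3 for both tubulin-high and condensed-nucleus cell shares, with cell loss under 80%, at 10 µM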;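 also: anti alpha tubulin signal scored within the nucleus-defined area of each cell; some results filed as inactive read as strong as hits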
M17LAP inhibition: P. falciparum M17LAP inhibitors, primary screen, biochemical, fluorogenic H-Leu-NHMec substrate, 1536-well (AID 1619) | recombinant M17LAP, H-Leu-NHMec fluorogenic kinetic assay; higher % means a stronger effect | inhibition, % at 30 µM, or IC50 in µM where a hit was titrated | hit rate 0.38% among 220,000;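 active = compound inhibiting the enzyme by more than half at any dose during confirmatory dose-response retesting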;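 also: plate controls were full reaction with DMSO carrier for no effect and no enzyme background for full effect; strong numbers were not always called active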
Dynein transport cytoplasmic EGFP: further read-out of Dynein transport, marked with its call; z-score; measured here: cytoplasmic GR-EGFP intensity; active compounds read high
Dynein transport nuclear GR-EGFP: recorded beside Dynein transport, whose call it bears; z-score; measured here: nuclear GR-EGFP intensity;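 lower value marks the stronger effect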
Dynein transport cell count: second read-out of Dynein transport, no call of its own (marks repeat the call); z-score; measured here: cell count per field
Ins promoter up cell count: recorded beside Ins promoter up, whose call it bears; cell count; measured here: cytotoxicity, nuclei count;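 total cells summed across four imaged fields per well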
bCat nuc transl cell count 5 µM: also measured in bCat nuc transl; calls as there; cell count; measured here: cell count, cytotoxicity flag
MT stabilizer Hoechst-high %: also measured in MT stabilizer; calls as there; % Hoechst-high responders; measured here: nuclear condensation Hoechst responders;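 share of cells brighter than vehicle mean plus two SD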
MT stabilizer cytotoxicity %: recorded beside MT stabilizer, whose call it bears; toxicity, %; measured here: cytotoxicity by cell density;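 0% = mean cell density of plate MIN control wells and 100% = no cells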
Autophagy mod cell loss 18 h: also measured in Autophagy mod; calls as there; toxicity, %; measured here: cell loss, nuclei count;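 cell loss after 18 h compound exposure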
* = called active by the depositor; i = inactive; . = no result given.

item	Compound	Ins promoter up	Ins promoter up cell count	NOD1 NF-kB reporter	Dynein transport	Dynein transport cytoplasmic EGFP	Dynein transport nuclear GR-EGFP	Dynein transport cell count	Yfh1-off respiration	bCat nuc transl
1	COc1ccc(-c2nnc3n(CCc4ccccc4)c(=O)c4ccccc4n23)c(OC)c1	-0.3	1342	6.1%	-0.46	-0.155	-0.337	-0.731	i	-0.8
2	CC1(C)CC(=O)C2=C(C1)OC(c1ccc(O)cc1)C(C#N)=C2N (stereo not given)	0.25	1087	-1.6%	-1.06	-0.295	-0.719	0.77	i	.
3	CCS(=O)(=O)N1CCN(C(=O)c2ccccc2)CC1	1.06	968	7.5%	-0.675	-0.181	-0.458	0.598	i	2.9
4	COc1ccc2nc(Nc3nc(-c4ccncc4)cs3)sc2c1	-1.24	896	-30.9%	-0.584	-0.175	-0.154	0.00263	i	-0.9
5	CN1CCN(C(=O)c2cc3c(ccc4ccccc43)oc2=O)CC1	1.06	1192	-12.4%	-0.633	-0.215	-0.248	0.602	i	-1.2
6	CCOC(=O)c1c(C(F)(F)F)nc2ncccn12	-0.86	977	-4.9%	-0.844	-0.165	-0.154	0.583	i	.
7	CCOC(=O)C1=C(CC)OC(N)=C(C#N)C1c1ccc(F)cc1F (stereo not given)	-0.17	1392	-3.5%	-3.05	0.472	-1.28	-0.462	i	0.1
8	COc1ccc(C(=O)N/C(=C\c2cccc3ccccc23)C(=O)NCCc2c[nH]c3ccccc23)cc1OC	.	.	28.3%	0.279	-0.193	-0.611	0.827	i	.
9	Cc1cc(C(=O)CSc2nc(N)cc(N)n2)c(C)n1-c1cccc(F)c1	0.01	1191	-10.5%	0.301	-0.278	-0.0112	-0.337	i	1.6
10	Cc1ccc(S(=O)(=O)NCC(=O)OC(C(=O)c2ccccc2)c2ccccc2)cc1 (stereo not given)	1.33	1288	22.7%	-0.763	-0.185	-0.455	0.808	i	-0.3
11	O=C(CSc1nnnn1-c1ccc(F)cc1)NCc1cccs1	0.33	1537	-18.6%	-0.366	-0.32	-0.468	0.496	i	-0.2
12	COc1ccc(Nc2nc(N)nc(CSc3nnc(N)s3)n2)cc1	-0.7	894	-15.8%	0.302	-0.143	0.235	0.0635	i	.

item	bCat nuc transl cell count 5 µM	NOD2 inhibition	Autophagy mod	Autophagy mod cell loss 18 h	MT stabilizer	MT stabilizer Hoechst-high %	MT stabilizer cytotoxicity %	M17LAP inhibition
1	1118	10.4%	i	1.5	3.5	3.6	3.8	4.4%
2	.	21.7%	i	7.2	2.0	2.9	5.4	-1.0%
3	986	4.3%	i	-4.0	2.6	2.0	2.1	8.6%
4	1044	-30.9%	i	11.9	1.8	0.7	2.3	-2.4%
5	1158	-3.7%	i	5.6	1.7	1.4	0.8	-76.6%
6	.	18.0%	i	-1.3	0.9	0.9	4.5	-6.0%
7	1544	4.9%	i	7.1	2.5	1.8	6.5	-7.0%
8	.	9.0%	i	-8.2	2.6	1.7	9.5	0.1%
9	529	20.5%	i	-1.1	3.1	2.6	1.6	19.8%
10	1376	12.9%	i	3.1	2.3	1.4	7.5	1.6%
11	1577	-5.5%	i	17.0	4.6	1.6	12.0	-14.8%
12	.	-18.5%	i	-3.4	2.3	3.0	6.1	11.2%

Some of the entries above in a different format:
Order of values – Ins promoter up | Ins promoter up cell count | NOD1 NF-kB reporter | Dynein transport | Dynein transport cytoplasmic EGFP | Dynein transport nuclear GR-EGFP | Dynein transport cell count | Yfh1-off respiration | bCat nuc transl | bCat nuc transl cell count 5 µM | NOD2 inhibition | Autophagy mod | Autophagy mod cell loss 18 h | MT stabilizer | MT stabilizer Hoechst-high % | MT stabilizer cytotoxicity % | M17LAP inhibition
[10] Cc1ccc(S(=O)(=O)NCC(=O)OC(C(=O)c2ccccc2)c2ccccc2)cc1 (stereo not given)
→ 1.33 | 1288 | 22.7% | -0.763 | -0.185 | -0.455 | 0.808 | i | -0.3 | 1376 | 12.9% | i | 3.1 | 2.3 | 1.4 | 7.5 | 1.6%
[11] O=C(CSc1nnnn1-c1ccc(F)cc1)NCc1cccs1
→ 0.33 | 1537 | -18.6% | -0.366 | -0.32 | -0.468 | 0.496 | i | -0.2 | 1577 | -5.5% | i | 17.0 | 4.6 | 1.6 | 12.0 | -14.8%

Six structures out of the list, arranged by number of heavy atoms, ascending.
item	Compound	Ins promoter up	Ins promoter up cell count	NOD1 NF-kB reporter	Dynein transport	Dynein transport cytoplasmic EGFP	Dynein transport nuclear GR-EGFP	Dynein transport cell count	Yfh1-off respiration	bCat nuc transl
6	CCOC(=O)c1c(C(F)(F)F)nc2ncccn12	-0.86	977	-4.9%	-0.844	-0.165	-0.154	0.583	i	.
3	CCS(=O)(=O)N1CCN(C(=O)c2ccccc2)CC1	1.06	968	7.5%	-0.675	-0.181	-0.458	0.598	i	2.9
2	CC1(C)CC(=O)C2=C(C1)OC(c1ccc(O)cc1)C(C#N)=C2N (stereo not given)	0.25	1087	-1.6%	-1.06	-0.295	-0.719	0.77	i	.
7	CCOC(=O)C1=C(CC)OC(N)=C(C#N)C1c1ccc(F)cc1F (stereo not given)	-0.17	1392	-3.5%	-3.05	0.472	-1.28	-0.462	i	0.1
9	Cc1cc(C(=O)CSc2nc(N)cc(N)n2)c(C)n1-c1cccc(F)c1	0.01	1191	-10.5%	0.301	-0.278	-0.0112	-0.337	i	1.6
8	COc1ccc(C(=O)N/C(=C\c2cccc3ccccc23)C(=O)NCCc2c[nH]c3ccccc23)cc1OC	.	.	28.3%	0.279	-0.193	-0.611	0.827	i	.

item	bCat nuc transl cell count 5 µM	NOD2 inhibition	Autophagy mod	Autophagy mod cell loss 18 h	MT stabilizer	MT stabilizer Hoechst-high %	MT stabilizer cytotoxicity %	M17LAP inhibition
6	.	18.0%	i	-1.3	0.9	0.9	4.5	-6.0%
3	986	4.3%	i	-4.0	2.6	2.0	2.1	8.6%
2	.	21.7%	i	7.2	2.0	2.9	5.4	-1.0%
7	1544	4.9%	i	7.1	2.5	1.8	6.5	-7.0%
9	529	20.5%	i	-1.1	3.1	2.6	1.6	19.8%
8	.	9.0%	i	-8.2	2.6	1.7	9.5	0.1%

Some of the compounds tested. The share of hits here may be higher or lower than overall.
